SUMO HTRF inh: inhibitors of human SUMOylation (UBC9) | P63279 | HTRF SUMOylation assay, SAE1/SAE2 + UBC9, in vitro | inhibition, % at 35 µM | 290,000 tested, 0.36% active | AID 2006; in the data active means inhibition above about 50%, passing the limit was not always enough; inconclusive means no clear call, values can overlap the other calls; further: strong numbers were not always called active
Target sequence (P63279 whole entry, looked up): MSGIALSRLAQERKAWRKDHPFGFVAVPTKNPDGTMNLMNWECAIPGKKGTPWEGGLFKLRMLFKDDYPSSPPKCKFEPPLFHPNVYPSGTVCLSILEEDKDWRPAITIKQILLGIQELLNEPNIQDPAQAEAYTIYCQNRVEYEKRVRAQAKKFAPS
HCV NS3 hel inh: HCV NS3 helicase inhibition; NS3 helicase DNA unwinding, Cy5 molecular beacon fluorescence; inhibition, % at 10.9 µM; 290,000 tested, 0.56% active; AID 1800;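 active means inhibition above the mean of all tested compounds plus 3 SD, set per campaign, cut at about 35% in these data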;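 further: 0% = DMSO wells and 100% = thioflavine S control wells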
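System: NS3 helicase fragment of HCV / Schedule: 1 h at 25 °C / Control set: DMSO alone as 0% and 110 µM thioflavine S as 100% / Reagent: Cy5/quencher beacon DNA duplex and ATP to start / Technique: Cy5 fluorescence / Replication: singlicate / Evaluation: % inhibition of end-to-start signal ratio versus controls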
MEKK2 mut-MEK5: signal of MEK5 binding to mutant human MEKK2 PB1 domain. bead flow cytometry, Alexa488-MEK5 binding to MEKK2 mutant. percent response, % at 10 µM. 290,000 tested, 0.35% active; in the data active means percent response above about 24%, passing the limit was not always enough; further: inactives centre near 1; some results filed as inactive read as strong as hits
FID counter: displaces DNA intercalator in HCV helicase counter-screen. inhibition, % at 7.9 µM. DNA fluorescent intercalator displacement, fluorescence. 290,000 tested, 0.17% active; in the data active means inhibition above about 37%;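 further: 0% = vehicle and 100% = reference compound; higher means more ethidium bromide displaced from hairpin DNA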
NALP1 inh: inhibitors of NALP1 inflammasome in yeast; 280,000 tested, 0.61% active; inhibition, % at 10 µM; S. cerevisiae NALP1/ASC/caspase-1 growth, X-gal OD620, 72 h; in the data active means inhibition mostly above about 24%, no sharp cut-off; inactive means mostly below about 32%; further: some compounds called inactive have numbers as strong as hits
VIM-2 inhibitor: inhibitors of Pseudomonas aeruginosa VIM-2 metallo-beta-lactamase. inhibition, % at 5.6 µM. purified VIM-2, nitrocefin hydrolysis, epi-absorbance fluorescence. 290,000 tested, 0.89% active;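 active means inhibition above the mean of all tested compounds plus 3 SD, cutoff set per screening run, cut at about 7.5% in these data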;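 further: red hydrolysis product quenches plate fluorescence so inhibitors raise well fluorescence; 0% = enzyme with DMSO and 100% = DMSO without enzyme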
IMP-1 inh: inhibitors of Pseudomonas aeruginosa IMP-1 metallo-beta-lactamase. 290,000 tested, 0.45% active. inhibition, % at 5.6 µM. purified IMP-1, nitrocefin hydrolysis, epi-absorbance fluorescence. AID 1556;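 active means inhibition above the mean plus 3 SD of all compounds in the same screening run, cut at about 4.5% in these data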;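 further: 0% = IMP-1 with DMSO and 100% = DMSO wells lacking enzyme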
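assay system = purified recombinant IMP-1 metallo-beta-lactamase enzyme | schedule = 15 min preincubation plus 25 min reaction at 25 °C | signal = Epi-absorbance fluorescence, 480 nm excitation, 530 nm emission | read-out basis = percent inhibition from optical density relative to buffer-blank wells | controls = IMP-1 with DMSO as 0%, enzyme-free DMSO as 100%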
MEKK2wt PB1 HTS: raises or lowers MEK5 binding to wildtype human MEKK2 PB1 domain. binding response (% of control), % at 10 µM. AID 1531. Q9Y2U5. 290,000 tested, 1.1% active. bead flow cytometry, Alexa488-MEK5 binding to MEKK2 WT; actives lie on both sides; in the data active means binding response below about 67% or above about 130%; inconclusive means no clear call, values can overlap the other calls; inactive means in between
M18AAP inhibitor: PfM18AAP enzyme inhibition; recombinant PfM18AAP, H-Glu-NHMec fluorogenic cleavage; inhibition, % at 7.35 µM; 290,000 tested, 1.2% active;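 active means inhibition above the campaign mean inhibition over all tested compounds plus 3 SD, cut at about 28% in these data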;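 further: 0% = plate median of test compound wells and 100% = 2 mM ZnCl2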
* = called active by the depositor; ? = inconclusive; . = not tested or not shown.

SMILES	SUMO HTRF inh	HCV NS3 hel inh	MEKK2 mut-MEK5	FID counter	NALP1 inh	VIM-2 inhibitor	IMP-1 inh	MEKK2wt PB1 HTS	M18AAP inhibitor
COC(=O)CN1C(=O)[C@H]2[C@@H](/C=C/c3ccccc3)N3C(=O)CN(CC4CC4)C(=O)[C@@]3(Cc3ccccc3)[C@H]2C1=O	10	11	9	-35	21	-0.9	-2.8	104	-2
COc1ccc(/C=N/NC(=O)c2snnc2C)c(OC)c1OC	23	-2	-3	3	-8	0.8	-2.5	88	-5
CCCCCNCC(=O)Nc1cccc(C(=O)Nc2cccc(C(F)(F)F)c2)c1	-10	-45	29	28	12	1.4	0.6	174*	-2
O=C(Nc1ccccc1)C1=C[C@@H](c2csc3ccccc23)C[C@@H](OCc2ccc(CO)cc2)O1	2	-6	0	-20	-11	-2.5	-1.9	107	9
Nc1c(S(=O)(=O)c2cccs2)c2nc3ccccc3nc2n1CCc1ccccc1	5	-1	.	-7	-16	-1.9	-0.7	.	4
CSCCC(NC(=O)c1ccccc1)C(=O)N1CCN(C(c2ccccc2)c2ccccc2)CC1 (stereo not drawn)	-5	-14	-7	-61	8	-1.9	0.4	89	0
Cc1ccc(-c2nc3ccccn3c2C=O)cc1	-4	7	-5	2	5	-0.1	0.6	92	-11
CCOc1ccccc1NC(=O)CSc1nnc(CNC(=O)c2cc(OC)c(OC)c(OC)c2)o1	-6	-5	-2	-28	-4	0.8	-0.3	103	-1
Cc1ccc(NC(=O)c2ccc(-n3cccn3)nc2)cc1	18	-2	0	-7	-5	0.6	-1.5	101	-10
COc1cccc(/C=C/C(=O)c2c(O)cc(C)oc2=O)c1O	0	7	-8	-14	-9	-2.6	-3.5	95	3
CCOc1cc(/C=C2/C(=N)N3C(=NC2=O)SN=C3S(C)(=O)=O)ccc1OS(=O)(=O)c1ccccc1	9	-2	-5	-4	0	-0.7	-1.1	96	6
CC(C)(C)c1ccc(C(=O)NCc2cccnc2)cc1	-1	-5	2	-6	-7	-0.1	-0.9	100	2
Cc1sc2nc(SCc3nc4ccccc4[nH]3)n(Cc3ccco3)c(=O)c2c1C	8	-2	.	-3	15	-8.8	-4.4	.	4
COc1ccc(OCC(=O)Nc2ccc(N3CCN(C(=O)c4ccccc4)CC3)c(Cl)c2)cc1	-7	-19	-1	-45	16	-0.9	-0.5	97	-8
O=C(CCCCCn1c(=S)[nH]c2ccc(N3CCOCC3)cc2c1=O)NCc1ccccc1	19	3	0	-14	18	-4.7	-2.1	100	-2
CCCc1nnc(NC(=O)CCC(=O)N2CCN(Cc3ccccc3)CC2)s1	9	6	1	-36	18	-1.7	-0.5	100	6
Cc1ccccc1CSCc1nc(N)nc(Nc2ccccc2C)n1	-23	-19	-9	-11	15	1.8	-1.7	74	-3
Cc1nn(-c2cc(C(F)(F)F)ccc2Cl)c2nc(C(F)(F)F)[nH]c(=O)c12	10	26	-8	-9	39	-0.4	-1.1	71	-9
CC(NC(=O)c1ccco1)C(=O)OCC(=O)c1ccc(Cl)s1 (stereo not drawn)	4	-3	8	-3	-4	-1.2	-4.4	105	2
COc1ccc(C(=O)n2nc(-c3ccc(OC)cc3)nc2N)cc1	20	8	-1	-6	26	-5.0	-2.6	98	0
CCOc1ccc(C(C(=O)NC2CCCC2)N(C(=O)c2snc(C(N)=O)c2N)C2CCCC2)cc1 (stereo not drawn)	4	-5	1	-48	-1	-3.7	-4.8	96	4
Cc1ccccc1NC(=O)c1nc2nccc(C)n2n1	-2	8	-3	1	11	-0.2	-2.4	91	-8
COc1cc2nc(Nc3ccc(F)cc3)nc(N)c2cc1OC	1	-75	22	20	8	-5.8	-3.1	133	2
O=C(/C=C/NNC(=O)c1ccccc1)c1ccc([N+](=O)[O-])cc1	-30	8	-8	4	-8	-1.9	-1.9	92	14
O=C(CSc1ccccn1)N/N=C/c1cc([N+](=O)[O-])ccc1O	1	8	-13	-3	.	-3.4	-3.5	93	10

Next section; it opens with the four that closed the last part.
SMILES	SUMO HTRF inh	HCV NS3 hel inh	MEKK2 mut-MEK5	FID counter	NALP1 inh	VIM-2 inhibitor	IMP-1 inh	MEKK2wt PB1 HTS	M18AAP inhibitor
Cc1ccccc1NC(=O)c1nc2nccc(C)n2n1	-2	8	-3	1	11	-0.2	-2.4	91	-8
COc1cc2nc(Nc3ccc(F)cc3)nc(N)c2cc1OC	1	-75	22	20	8	-5.8	-3.1	133	2
O=C(/C=C/NNC(=O)c1ccccc1)c1ccc([N+](=O)[O-])cc1	-30	8	-8	4	-8	-1.9	-1.9	92	14
O=C(CSc1ccccn1)N/N=C/c1cc([N+](=O)[O-])ccc1O	1	8	-13	-3	.	-3.4	-3.5	93	10
COc1cc(NC(=S)N2CCN(C)CC2)c(OC)cc1Cl	12	17	2	4	-1	-1.0	-3.1	98	17
Cc1ccc(S(=O)(=O)NC(=NC2CCCCC2)c2ccc(F)cc2)cc1	1	5	-5	-34	7	-1.2	-2.0	97	-7
COc1ccc(NS(=O)(=O)c2coc(C(N)=O)c2)cc1Cl	-2	-1	2	7	-12	-1.9	-3.6	98	-10
Cc1nc2ncnn2c(C)c1CCC(=O)N1CC(C)CC(C)C1 (stereo not drawn)	7	1	-31	-5	-4	1.2	0.9	?	3
CC1=NNC(=O)C1CCC(=O)N/N=C/c1ccc(Cl)cc1Cl (stereo not drawn)	14	0	5	-7	.	-1.3	-4.0	105	2
O=C(Cn1nc(Cc2ccncc2)c2ccccc2c1=O)Nc1cccnc1Cl	-26	2	-11	-5	.	1.1	0.1	61	-1
S=C(NCC1CCCO1)Nc1ccccc1Cl (stereo not drawn)	-9	-5	0	-2	13	-2.8	-2.9	104	1
CC1(C)Oc2ccc3ccc(=O)oc3c2-c2cn[nH]c21	24	-4	4	-18	22	8.0*	-3.8	107	-1
Cc1cc(OCC(=O)Nc2ccc3oc(=O)ccc3c2)ccc1Cl	-12	4	-10	-9	26	-1.4	-2.2	96	3
O=S(=O)(NCc1ccccc1)c1cccc2nonc12	12	-1	-14	2	6	-1.0	0.8	83	3
COc1cc(OC)cc(C(=O)NCc2n[nH]c(=S)n2-c2ccccc2OC)c1	15	-1	3	-13	-30	-4.6	-3.7	104	17
CCc1nnc(NS(=O)(=O)c2ccc(N=Cc3c(C)[nH]n(-c4cccc(Cl)c4)c3=O)cc2)s1	10	3	-1	-5	31	-1.8	-3.4	95	1
CCCC(N)CCCCCC(=O)O (stereo not drawn)	-10	1	-3	1	4	-1.5	-3.1	94	-8
CC1CCN(CC(C)CNC(=O)c2cc(-c3ccccn3)nc3ccccc23)CC1 (stereo not drawn)	-7	-9	5	11	-3	0.7	-3.8	109	1
CC(=O)Nc1ccc2nc(-c3ccccc3)cn2c1	-2	8	0	-9	27	-1.7	-0.2	100	-9
CC(=O)N1CCOc2ccc(S(=O)(=O)N3CCC(C(=O)Nc4ccc(F)cc4)CC3)cc21	9	-5	4	-31	17	-1.7	-3.4	99	-5
CCOC(=O)c1oc2ccccc2c1CSc1nnnn1-c1ccc(OC)cc1	-19	2	-8	4	.	-4.9	0.7	88	2
O=C(COc1ccc(Cl)cc1)Nc1ccc(C(=O)NCc2cccnc2)cc1	0	-6	-8	-12	-1	-1.6	-2.0	93	-3
CCCc1c(NC(=O)Nc2ccc(Cl)cc2Cl)cnn1-c1ccccc1	16	-3	0	-7	-2	-2.2	-2.8	98	-3
Cc1ccc(-c2nnn(CC(=O)N(CC(=O)NCc3ccccc3)c3cccc(C)c3C)n2)o1	-1	1	-7	-34	36	-3.4	-2.0	85	-4
CC(O)c1cccc(NC(=O)CC(c2ccccc2)c2ccccc2)c1 (stereo not drawn)	1	9	5	-18	-5	-0.2	-2.0	110	0
Fc1ccc(/C=N/Nc2ccccn2)cc1	-4	2	0	2	18	-1.9	-2.7	105	4
COc1ccc(NC(=O)C(=O)NCC(=O)Nc2cc(OC)ccc2OC)cc1	19	9	5	-19	16	-3.5	-2.7	102	-4
CC1(C)Oc2ccc(C(=O)Nc3ccccc3F)cc2N(CC(=O)N2CCOCC2)C1=O	8	-4	3	-19	-10	-2.5	-1.7	100	3
CCOC(=O)NNc1ccc(C(F)(F)F)cn1	10	-9	-6	-2	6	-0.7	-2.4	97	56*

The list continues.
SMILES	SUMO HTRF inh	HCV NS3 hel inh	MEKK2 mut-MEK5	FID counter	NALP1 inh	VIM-2 inhibitor	IMP-1 inh	MEKK2wt PB1 HTS	M18AAP inhibitor
COc1cccc2oc3cc(C#Cc4ccccn4)ccc3c(=O)c12	22	18	-5	-19	0	3.4	-0.1	96	-3
COc1ccc(C2C(C#N)=C(N)Oc3c2ccc2cccnc32)cc1OC (stereo not drawn)	-2	-1	1	-30	1	0.2	-1.2	107	4
O=C(COc1cccc(Cl)c1Cl)Nc1ccc2c(c1)CCC2	-6	9	8	2	25	-0.1	1.6	95	-1
CCOc1ccccc1NC(=O)CCn1cccc1	1	8	-1	0	-17	0.5	-1.2	94	-2
CC1CCCN(C(=S)Nc2ccc(F)cc2)C1 (stereo not drawn)	-22	0	4	-1	6	-1.4	-1.0	105	3
COC(=O)c1ccc(CN2CCCC(C(=O)Nc3cccc(-n4cccn4)c3)C2)cc1 (stereo not drawn)	-6	4	0	10	-11	-1.4	-2.9	94	6
Cc1c(-n2c(O)c(C3=c4ccccc4=NC3=O)sc2=S)c(=O)n(-c2ccccc2)n1C	10	-6	-6	4	8	1.4	-1.9	87	14
Nc1nc(Nc2ccccc2)sc1C(=O)c1ccccc1	-4	-18	1	-12	.	0.4	-2.8	100	0
Cc1cc(C)c2c(c1)/C(=N/NS(=O)(=O)c1ccc(Br)cc1)CCC2	-14	0	.	2	38*	-0.8	-2.4	.	-10
CC(C)(C)c1ccc(C(=O)N/C(=C\c2ccco2)C(=O)Nc2ccccc2C(=O)O)cc1	5	12	-1	5	0	-3.7	-3.8	94	21
CCOC(=O)C1C(C)=CC(=O)CC1c1ccco1 (stereo not drawn)	25	10	4	0	2	-0.4	-2.2	104	-1
O=C(NCCc1ccccc1F)C1CCCN(c2nc3ccccc3s2)C1 (stereo not drawn)	-10	-12	6	-36	22	-2.9	-3.6	107	-2
CC(=O)Nc1cccc(NC(=O)C2CC(=O)N(CCc3ccc(F)cc3)C2)c1 (stereo not drawn)	4	3	4	-15	7	-2.8	-3.5	101	1
COc1ccc(OC)c(/C=N/NC(=O)CC(=O)NC2CCCCC2)c1	25	0	3	-23	15	-1.6	-3.0	105	1
O=C(NCC(=O)N(c1ccc2c(c1)OCO2)C(C(=O)NC1CCCC1)c1ccncc1)c1ccco1 (stereo not drawn)	14	0	5	-18	12	-1.5	-5.6	107	4
CC(C)C(Nc1ncnc2c1oc1ccccc12)C(=O)O (stereo not drawn)	27	3	5	-5	5	0.2	-2.6	100	-5

Taken from above.
M18AAP inhibitor result of O=C(NCC(=O)N(c1ccc2c(c1)OCO2)C(C(=O)NC1CCCC1)c1ccncc1)c1ccco1 (stereo not drawn) is entered as 4
FID counter result of CC(NC(=O)c1ccco1)C(=O)OCC(=O)c1ccc(Cl)s1 (stereo not drawn) is entered as -3

Compound activity as filed in PubChem.
